MEP2-GFP yeast – modulators of MEP2-GFP levels in yeast, primary screen, S. cerevisiae, multiplex flow cytometry, MLPCN library; S. cerevisiae MEP2-GFP strain, 3 h; 100% = DMSO control level; GFP response vs DMSO, % at 10 µM; actives 0.51% (n = 330,000);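 active means GFP response versus DMSO above a set limit, roughly screen mean plus 3 SD, cut at about 180% in these data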;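 further: median GFP fluorescence of the barcode-gated MEP2-GFP cells per well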
AHR act – AHR activators, primary screen, cell-based, luminescence, luciferase reporter, human; AID 2796, 2010; activation, % at 5 µM; AHR-responsive luciferase reporter cells; Aryl hydrocarbon receptor (Homo sapiens), P35869; actives 2.5% (n = 320,000); in the data active means activation above about 47%;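 further: 0% = vehicle wells and 100% = reference agonist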
Target sequence (P35869 whole entry, looked up): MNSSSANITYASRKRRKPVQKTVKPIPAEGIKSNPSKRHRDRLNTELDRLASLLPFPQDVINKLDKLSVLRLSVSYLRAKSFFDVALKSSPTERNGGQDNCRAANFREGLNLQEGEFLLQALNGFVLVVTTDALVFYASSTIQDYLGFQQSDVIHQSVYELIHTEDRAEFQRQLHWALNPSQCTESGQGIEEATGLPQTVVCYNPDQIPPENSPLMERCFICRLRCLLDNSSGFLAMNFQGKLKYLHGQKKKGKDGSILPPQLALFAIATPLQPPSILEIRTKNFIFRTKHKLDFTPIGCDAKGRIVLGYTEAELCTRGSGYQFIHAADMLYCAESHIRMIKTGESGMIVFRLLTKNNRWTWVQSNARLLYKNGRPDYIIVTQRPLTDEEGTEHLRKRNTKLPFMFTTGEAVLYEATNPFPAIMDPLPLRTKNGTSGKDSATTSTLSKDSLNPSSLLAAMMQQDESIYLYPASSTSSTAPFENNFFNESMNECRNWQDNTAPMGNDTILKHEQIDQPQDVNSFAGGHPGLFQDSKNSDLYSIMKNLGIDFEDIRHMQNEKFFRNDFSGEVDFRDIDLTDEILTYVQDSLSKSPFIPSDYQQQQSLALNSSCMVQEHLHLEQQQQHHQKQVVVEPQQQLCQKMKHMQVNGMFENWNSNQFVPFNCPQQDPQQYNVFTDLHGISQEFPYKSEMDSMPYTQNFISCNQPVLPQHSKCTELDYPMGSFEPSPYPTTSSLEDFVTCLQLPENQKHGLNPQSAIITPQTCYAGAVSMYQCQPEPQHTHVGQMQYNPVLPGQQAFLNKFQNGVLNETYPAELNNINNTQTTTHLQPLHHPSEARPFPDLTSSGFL
procasp7 counter – procaspase-7 activators, primary screen, counter-screen for procaspase-3 activator project, biochemical, absorbance, HTS, human. Caspase-7 (Homo sapiens), P55210. recombinant procaspase-7, Ac-DEVD-pNA absorbance 405 nm; D23A/D198A/D206A triple mutant, cannot self-cleave; scale: DMSO 0, 5 µM enzyme 100. activation, % at 8.5 µM. actives 0.093% (n = 330,000);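 active means percent activation above the screen-wide mean plus 3 SD, cut at about 25% in these data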
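Assay system: Uncleavable procaspase-7 mutant enzyme; Input: 2 µM procaspase-7 mutant as dispensed; Also added: DEVD-pNA substrate; Medium: Zinc-free HEPES pH 7.4 with 300 mM NaCl, 0.01% Triton X-100; Timing: 1 h compound preincubation, 2 h substrate cleavage, 25 °C; Measured by: Epi-absorbance of released pNA at 405 nm, two timepoints.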
LAP4-GFP MLPCN – modulators of LAP4-GFP expression in yeast, primary screen, S. cerevisiae, multiplex flow cytometry, MLPCN library. GFP response vs DMSO, % at 10 µM. actives 0.34% (n = 320,000). 3 h; median GFP as percent of DMSO wells. AID 2023, 2009;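 active means GFP response vs DMSO above a set limit, about the screen mean plus 3 SD, cut at about 150% in these data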
proCasp3 act – activators of human procaspase-3 D3A mutant, primary screen, biochemical, absorbance, PC-3 D3A mutant, single concentration | Caspase-3 (Homo sapiens), P42574 | recombinant procaspase-3 D3A, Ac-DEVD-pNA absorbance 405 nm | activation, % at 8.5 µM | actives 0.11% (n = 330,000) | AID 463141, 2010;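 active means activation above the mean of all tested compounds plus 3 SD, cut at about 21% in these data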;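 further: 0% = DMSO alone and 100% = DMSO wells spiked with extra 5 µM PC-3 D3A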
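Assay system – Procaspase-3 D3A mutant · Benchmarks – DMSO low control, extra-enzyme high control · Technique – 405 nm absorbance of p-nitroaniline, reads at 0 and 120 min · Doses – 8.5 µM nominal · Measure – % activation between DMSO and enzyme-spiked controls · Also added – Ac-DEVD-pNA chromogenic peptide substrate · Schedule – 1 h compound preincubation, 2 h substrate hydrolysis at 25 °C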
CR mimetic SO – reduction of superoxide in aged yeast, primary screen, HTS | superoxide response (% of plate mean), % at 10 µM | S. cerevisiae aged cells, superoxide DHE fluorescence; active compounds read low | actives 0.18% (n = 330,000);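 active means superoxide response under a set limit, about three screen SD below normal, cut at about 65% in these data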;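 further: yeast aged for seven days with compound at 30 °C before DHE staining; 100% = average MFI of all compound-treated wells on the plate with controls excluded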
JMJD2C inh – inhibitors of GASC-1 histone demethylase, primary screen, biochemical, fluorescence, DELFIA europium; Lysine-specific demethylase 4C (Homo sapiens), Q9H3R0; inhibition, % at 2.35 µM; GST-JMJD2C(1-420) H3K9me3 demethylation; actives 0.069% (n = 330,000);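 active means more than half of a compound's replicate wells show inhibition beyond 50%, single wells judged on their own value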;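 further: signal counts dimethyl H3K9 product captured on neutravidin plate; 0% = median of DMSO wells and 100% = 0.3 times that DMSO median; strong numbers were not always called active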
RPL19A TOR yeast – RPL19A-GFP expression modulators in yeast, primary screen, cell-based, S. cerevisiae, multiplex flow cytometry, MLPCN. actives 0.3% (n = 330,000). percent response vs DMSO, % at 10 µM. S. cerevisiae RPL19A-GFP strain, 3 h; active compounds read low;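 active means percent response vs DMSO below 50%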;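 further: median channel GFP fluorescence of the barcoded RPL19A-GFP strain; ratio of sample median GFP to plate DMSO average so 100% = DMSO; lower means less RPL19A-GFP as with rapamycin TOR inhibition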
* = called active by the depositor; . = not tested or not shown. Rows are unselected (roughly 3.8% active in at least one column).

Molecule,MEP2-GFP yeast,AHR act,procasp7 counter,LAP4-GFP MLPCN,proCasp3 act,CR mimetic SO,JMJD2C inh,RPL19A TOR yeast
CCn1c(=O)c2cc(C(=O)N3CCN(C)CC3)sc2c2ccccc21,106,37,-15,107,4,110,3,104
Brc1cc(Br)c(Oc2cc(Br)c(Br)cc2Br)cc1Br,92,-2,0,92,2,119,5,95
O=C(Oc1ccc(N(Cc2cccs2)C2=NS(=O)(=O)c3ccccc32)cc1)c1ccccc1Cl,103,0,7,98,17,108,-17,100
C=CCN1C(=O)C(CC(=O)Nc2ccc(C)cc2)SC1=Nc1c(C)n(C)n(-c2ccccc2)c1=O (stereo not given),106,2,-11,100,2,94,-4,94
Cn1c(SCc2ccccn2)nnc1-c1ccncc1,95,9,-11,95,7,90,1,104
CCOC(=O)c1cc2c(=O)n3ccccc3nc2n(C(C)C)c1=NC(=O)c1c(-c2ccccc2Cl)noc1C,100,-1,5,97,1,118,8,102
O=C(CN1CCN(Cc2ccccc2)CC1)Nc1ccc2c(c1)CCC2,94,0,4,87,-1,119,1,101
O=S(=O)(c1cccs1)N1CCN(c2ccccc2)CC1,103,1,-13,119,10,91,2,104
O=c1c(-c2ccc(F)cc2)[n+]([O-])c2ccccc2n1OCc1ccccn1,91,-1,-6,87,2,104,-14,93
O=C(c1cccs1)N1CCN(C(=O)c2ccco2)c2ccccc2C1,100,-1,12,99,1,106,1,97
CCCOc1ccc(C(C)=O)cc1CC(C(=O)OCC)C(=O)OCC,102,3,6,94,-1,91,-10,91
O=C(NC1CC1)C1=C[C@@H](C2CC2)C[C@@H](OCc2ccc(CO)cc2)O1,94,-1,7,108,4,102,22,102

Pulled by structure from the entries so far:
Molecule,MEP2-GFP yeast,AHR act,procasp7 counter,LAP4-GFP MLPCN,proCasp3 act,CR mimetic SO,JMJD2C inh,RPL19A TOR yeast
CCOC(=O)c1cc2c(=O)n3ccccc3nc2n(C(C)C)c1=NC(=O)c1c(-c2ccccc2Cl)noc1C,100,-1,5,97,1,118,8,102
O=C(Oc1ccc(N(Cc2cccs2)C2=NS(=O)(=O)c3ccccc32)cc1)c1ccccc1Cl,103,0,7,98,17,108,-17,100

Next section
Molecule,MEP2-GFP yeast,AHR act,procasp7 counter,LAP4-GFP MLPCN,proCasp3 act,CR mimetic SO,JMJD2C inh,RPL19A TOR yeast
Cc1cc(C)n(-c2nc3ccccc3nc2Nc2ccc3[nH]c(=O)[nH]c3c2)n1,107,11,-4,94,3,124,-3,96
Cc1nnc(SCC(=O)NNC(=O)COc2ccc(Cl)cc2)n1C,108,2,2,99,5,84,-1,102
Cn1ccnc1C(O)c1ccco1 (stereo not given),103,6,-3,96,-4,103,-12,99
CCc1ccc(NC(=O)C2CCN(c3c(N4CCCC4)c(=O)c3=O)CC2)cc1,95,5,-11,94,6,94,-12,99
CC1C(=O)C(C)C(c2ccc(O)cc2)NC1c1ccc(O)cc1 (stereo not given),108,1,10,98,8,94,-5,106
O=C1CC(c2cccs2)Cc2nc(NC(=O)C3CC3)ncc21 (stereo not given),103,0,-2,113,-13,119,-2,99
Cc1cc(OC(C)C(=O)N2CCN(c3ccc(F)cc3)CC2)c2c(C)c(C)c(=O)oc2c1 (stereo not given),115,2,13,108,3,89,-5,104
COC(=O)c1ccccc1NC(=O)N1CCN(c2ccccc2)CC1,110,0,8,99,-9,106,-19,92
CCN1CCN(c2nnc(-c3ccc(C)cc3)c3ccccc23)CC1,131,1,1,104,7,96,-11,103
O=C(Nc1cccc([N+](=O)[O-])c1)c1ccc(CSc2ccccc2)cc1,101,-3,1,93,8,95,.,103
CC(=O)Nc1nnc(-c2ccco2)o1,104,1,16,99,-1,95,-4,100
CCOC(=O)C(=CNc1cccnc1Oc1ccc(C)c2c1CCC2)C(=O)OCC,91,-1,0,100,4,113,-1,94
COc1ccc(C(=O)O/N=C/c2c(C(F)(F)F)nn(C)c2SCc2ccccc2Cl)cc1,104,2,-2,99,-5,95,8,96
O=C(Nc1ccc(Nc2ccccc2)cc1)c1ccc(Cl)cc1,105,-8,-7,118,-13,105,9,99
CCN(CC(=O)N1CCOCC1)S(=O)(=O)c1ccc(C)cc1,100,1,1,102,-4,102,-2,99
COc1cccc(NC(=O)c2nn(C)cc2Br)c1,92,1,11,95,0,86,10,101
COc1ccc(CN=C2NC(=O)CC(C(=O)Nc3ccc(Cl)cc3)S2)cc1 (stereo not given),97,5,-8,84,-7,92,-1,99
COc1cccc(-c2nnc(SCCOc3ccc4c(C)cc(=O)oc4c3)o2)c1,113,-2,11,114,-3,98,6,101
O=C(OCc1cc(Cl)ccc1OC(F)F)c1cncc(Br)c1,92,1,4,98,7,96,4,97
Nc1nc(COc2ccc(F)cc2)nc(N2CCCCC2)n1,97,19,3,89,-6,132,-19,96
COc1ccc(N2CC(C(=O)Nc3ncccc3C)CC2=O)cc1 (stereo not given),87,2,9,82,6,89,-13,97
Cc1ccc(C)c(N(C(=O)Cn2nnc(-c3cccs3)n2)C(C(=O)NC2CC2)c2ccc(C)o2)c1 (stereo not given),98,6,16,92,4,103,-2,95
CCOC(=O)C1=C(COC(=O)/C=C/c2cccc(OC)c2OC)NC(=O)NC1C (stereo not given),95,-1,-6,91,6,92,-2,97
CC(OC(=O)C1CC1)C(=O)Nc1ccc([N+](=O)[O-])cc1Cl (stereo not given),102,-3,-1,108,0,101,-9,99
Cc1ccccc1NC(=O)Cc1nc(COC(=O)c2cccnc2Cl)cs1,99,0,15,98,2,108,9,96
C=CCSc1nc(N)c(C(=O)Nc2ccccc2)cc1C#N,92,-8,-4,.,9,106,-1,90
CC1CCCN(C2=NC(=O)/C(=C/c3cn(-c4ccccc4)nc3-c3cccc(S(=O)(=O)N(C)C)c3)S2)C1 (stereo not given),96,-1,-8,90,6,102,-4,91
CC(=O)Nc1ccc(S(=O)(=O)NCC(CCC(=O)O)C(F)(F)F)cc1 (stereo not given),105,0,10,114,7,91,-33,109
Cc1onc(-c2ccccc2)c1C(O)c1ccc(F)cc1 (stereo not given),101,0,1,98,-7,89,1,99
CC1=C(c2ccc(Cl)cc2)[N+](=O)C(C)(C)N1[O-],92,4,3,95,-4,103,-7,101
CCNc1nc(SCC(=O)Nc2ccc(Cl)c(Cl)c2)nc(N2CCOCC2)n1,96,5,-3,90,3,90,-6,102
COC(=O)CCc1nc2cc(Cl)ccc2n(Cc2ccccc2)c1=O,91,-2,0,96,13,103,18,92
Cc1cc2c(ccc3c2no[n+]3[O-])nn1,85,-1,-7,88,-4,113,6,85
NS(=O)(=O)c1ccc(NC(=O)NC2CC(=O)N(c3ccc4c(c3)OCCO4)C2)cc1 (stereo not given),96,-2,3,93,-8,99,-7,94
CCN(CC)c1ccc(NC(=O)Cn2ncc3c(C)n(Cc4ccccc4F)c(C)c3c2=O)c(C)c1,104,-2,-5,100,7,103,5,100
Cc1ccccc1NC(=S)NN1CCN(C)CC1,96,-2,9,90,8,99,8,94
CC(=O)C1=C(C)Nc2ncnn2C1c1ccccc1 (stereo not given),105,.,.,107,.,93,7,109
COc1cc(/C=C(\C#N)C(=O)NCC2CCCO2)ccc1O (stereo not given),106,-1,-9,101,-12,114,5,107
Cc1cc(C)c(S(=O)(=O)N(C)CC(=O)NCc2cccnc2)c(C)c1,104,4,1,96,-8,121,45,109
COc1ccccc1NC(=O)c1ccc(NC(=O)COC(=O)C2CCCCC2)cc1,105,8,0,110,6,106,-3,99
COc1ccc(NC(=O)c2cc(-c3ccco3)nc3ccccc23)cc1,108,26,-3,107,-6,95,4,107
COc1ccccc1/C=C/C(=O)NC1CC2CCC1C2 (stereo not given),102,23,-2,116,8,96,-4,103
COc1ccc(C2=NOC(C(=O)N(C)Cc3ccccc3)C2)cc1 (stereo not given),100,-7,0,92,1,96,-4,97
COC(=O)CCCC1=CC2=C(c3ccccc3)C(=O)C(C)(OC(=O)C3CCCC3)C(=O)C2=CN1Cc1ccc(OC)cc1 (stereo not given),101,0,-3,96,-3,102,8,101
Cc1cc(C)c2sc(NNC(=O)C3COc4ccccc4O3)nc2c1 (stereo not given),104,103*,-4,102,9,99,7,102
CC(=O)Nc1cnc2ccccc2n1,100,10,-3,104,2,94,-1,100
CCOc1ccc(/C=N/NC(=O)c2ccccc2O)cc1CN1CC2CC(C1)c1cccc(=O)n1C2 (stereo not given),96,28,4,94,5,125,4,93
CCOC(=O)c1c(C)n(C)c2ccc(OC)c(NC(=O)CN3CCN(C4CCCCC4)CC3)c12,99,10,-5,103,-1,91,8,97
Nc1ncnc(Nc2ccc(F)cc2)n1,96,-1,2,100,3,102,2,101

Filtered by structure, those above with fluorine
Molecule,MEP2-GFP yeast,AHR act,procasp7 counter,LAP4-GFP MLPCN,proCasp3 act,CR mimetic SO,JMJD2C inh,RPL19A TOR yeast
O=c1c(-c2ccc(F)cc2)[n+]([O-])c2ccccc2n1OCc1ccccn1,91,-1,-6,87,2,104,-14,93
Cc1cc(OC(C)C(=O)N2CCN(c3ccc(F)cc3)CC2)c2c(C)c(C)c(=O)oc2c1 (stereo not given),115,2,13,108,3,89,-5,104
COc1ccc(C(=O)O/N=C/c2c(C(F)(F)F)nn(C)c2SCc2ccccc2Cl)cc1,104,2,-2,99,-5,95,8,96
O=C(OCc1cc(Cl)ccc1OC(F)F)c1cncc(Br)c1,92,1,4,98,7,96,4,97
Nc1nc(COc2ccc(F)cc2)nc(N2CCCCC2)n1,97,19,3,89,-6,132,-19,96
CC(=O)Nc1ccc(S(=O)(=O)NCC(CCC(=O)O)C(F)(F)F)cc1 (stereo not given),105,0,10,114,7,91,-33,109
Cc1onc(-c2ccccc2)c1C(O)c1ccc(F)cc1 (stereo not given),101,0,1,98,-7,89,1,99
CCN(CC)c1ccc(NC(=O)Cn2ncc3c(C)n(Cc4ccccc4F)c(C)c3c2=O)c(C)c1,104,-2,-5,100,7,103,5,100
Nc1ncnc(Nc2ccc(F)cc2)n1,96,-1,2,100,3,102,2,101

Source: PubChem BioAssay (several laboratories)
